# ERK EGF block: blocks ERK signaling stimulated by EGF; HEK293-V1b, EGF-stimulated phospho-ERK AlphaScreen; Potency, µM (series often up to 11.5 µM), for the others: at the top dose activity change, negative = inhibition, most hits filed as inhibitors; actives 0.41% (n = 130,000); active = well fitted inhibition curve with a large enough effect; inconclusive = small, poorly fitted or top-dose-only effect, or effect the other way;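 also: plate controls were stimulated vehicle wells for no effect and unstimulated vehicle basal for full effect; nearly all actives have a fitted effect of over 55% in size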
#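 Compounds are titrated over HEK293-V1b cells kept overnight in 1% FBS. After 30 min at 37C, EGF (25 nM final) triggers ERK phosphorylation for 5 min, measured by AlphaScreen in lysates.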
# An asterisk follows results filed as active; ? = inconclusive; & = joins results of further samples; [ ] = dose if it differs, or a comment. Potency is read from the fitted curve at half-maximal effect. Not all compounds are listed, so the mix of outcomes need not match the whole.
SMILES,ERK EGF block
CC(C)=C1C2CCC1C(C(=O)Nc1sc(C)c(-c3ccc(C(C)C)cc3)c1C(N)=O)C2C(=O)O (configuration not stated),9%
COc1ccc(CNC(=O)Nc2cccc(C(F)(F)F)c2)cc1OC,1%
O=C1NC(=S)/C(=C\c2ccc(-c3ccccc3Cl)o2)S1,?
COc1ccc(C(=O)N2CCC(n3nnc4cc(F)ccc43)CC2)cc1OC,0%
Cc1ccc(Oc2ncccc2N)c2c1CCC2,-9%[57.5 µM]
CNC(=O)/C(C#N)=C/c1c(N(Cc2ccccc2)Cc2ccccc2)nc2c(C)cccn2c1=O,0%
COC(=O)C1=C(C(=O)OC)[C@@H]2N(Cc3ccccc3)c3ccccc3[C@@]23C[C@@H](C(=O)OC)N(C(=O)c2cccs2)C3=N1,2%[57.5 µM]
C#CCOCCOCCOCCNc1nc(N2CCN(C(=O)[C@H](CCC(=O)O)n3cc(C(N)CO)nn3)CC2)nc(N2CCN(C(=O)[C@H](CCCCN)n3cc(C(N)CC(C)C)nn3)CC2)n1 (some centres not stated),-6%[57.5 µM]
COC(=O)CSc1nnc(SCc2ccc(OC)cc2)s1,10%
CCOc1ccc2nc(NC(=O)c3cc([N+](=O)[O-])ccc3N3CCOCC3)sc2c1,?
CCOc1ccccc1NC(=S)N1CCN(c2nc(-c3ccc(F)cc3)cs2)CC1,-1%
Cc1ccc(SCC(=O)NCc2ccncc2)cc1,4%
COC(=O)C1=C(C)N(c2ccc(Br)cc2)C(=O)/C1=C\c1ccco1,9%
Cn1c(=S)ccc2ccccc21,1%
Cc1cc2nc(C(F)(F)F)cc(-c3cccs3)n2n1,4%
Cc1cccc(NC(=S)NC23CN4CN(CN(C4)C2)C3)c1C,1%
CC(C)CCSc1nc2c(c(=O)[nH]c(=O)n2C)n1CCCc1ccccc1,2%
O=C(Nc1cccc(F)c1)N1CC[C@@]2(CCCN(C(=O)c3cccc(F)c3)C2)C1,4%
COc1cc(CNC(=O)CCCC/C=C/C(C)C)ccc1O,2%&6%
CCOC(=O)/C(=C/c1ccc(OC(=O)c2ccncc2)cc1)C(C)=O,6%
Cc1[nH]c(=O)c(C#N)c2c1COC(C)(C)C2,-1%
Cn1c(=O)n(C)c2cc(S(=O)(=O)N3CCN(c4ccccc4)CC3)ccc21,2%[57.5 µM]
CC(C)C(=O)Nc1ccc(C(=O)Nc2ccc(Br)cc2F)cc1,-5%
CCCCCCCCCCCC(=O)NC(C(=O)O)C(O)c1ccccc1 (configuration not stated),-7%
O=[N+]([O-])c1cc(C(F)(F)F)ccc1N1CCC(O)CC1,-8%[57.5 µM]

# (cont.)
SMILES,ERK EGF block
CCCCNc1nc2c(S(=O)(=O)c3ccccc3)nnn2c2ccccc12,-2%
CC(=O)Oc1ccc(Nc2ccccc2)cc1,13%
Cc1ccc(Cl)cc1N1CCN(C(=O)Cc2ccc(-n3c(=O)[nH]c4ccsc4c3=O)cc2)CC1,-1%
CCCCOc1ccc(C(C)NC(=O)CCS(=O)(=O)Cc2ccc(C)cc2)cc1 (configuration not stated),7%
Cc1cccc2cc(C#N)c(NCc3ccccc3)nc12,?
CC(OC(=O)c1oc2ccccc2c1COc1ccccc1)C(=O)NC(N)=O (configuration not stated),8%
O=C(COc1cccc2cccnc12)N/N=C/c1ccccc1O,-5%[57.5 µM]
Cc1ccc(CC2CC(=O)N(CCc3ccccc3)C2=O)cc1 (configuration not stated),4%
Cc1ccccc1OCC1CNC(=O)O1 (configuration not stated),3%
O=C(c1cc(C(F)(F)F)cc(C(F)(F)F)c1)N1CCC2(CCN(Cc3ccncc3)CC2)CC1,10%
CC1CC(C)CN(c2ncnc3c2cnn3C)C1 (configuration not stated),-16%
Cc1ccc(-n2c(O)c(C=Nc3ccccc3-c3n[nH]c(=S)[nH]c3=O)c3ccccc3c2=O)c(C)c1,?
CC(NS(=O)(=O)c1ccc(F)cc1)C(c1cccs1)N1CCN(C)CC1 (configuration not stated),4%
Cc1cccc(C(=O)N2CCN(c3ccccn3)CC2)c1,6%
Cc1ccc(C)n1-c1ccsc1C(=O)CC#N,-4%
COC(=O)/N=C/c1c(NCc2ccccc2)nc2c(C)cccn2c1=O,2%
O=C(CSc1ccc2nnc(-c3ccc(F)cc3)n2n1)NCc1ccco1,-3%
O=c1[nH]c(CN2CCN(CCO)CC2)nc2ccccc12,6%
O=C(c1ccccc1)n1ccc(-c2cccs2)n1,18%[57.5 µM]
O=C(NCc1ccc(Cl)cc1)C1CCC(CNc2c(N3CCCCC3)c(=O)c2=O)CC1 (configuration not stated),10%
CC(C)(C)OC(=O)NCC12C=CC(O1)C1C(=O)N(Cc3ccccc3)C(=O)C12 (configuration not stated),4%
Cc1cccc(C)c1N(CC(=O)N1CCN(c2ccccc2F)CC1)S(C)(=O)=O,6%
CCSC1=N/C(=C\c2ccccc2)C(=O)N1c1ccc(OC)cc1,?
CCC(C)(C)c1ccc(OCC(=O)N(C)C)c(C(C)(C)CC)c1,?
CC(C)(C)NC(=O)Cn1c(SCC(=O)Nc2nccs2)nc2ccccc21,0%

# Other compounds
SMILES,ERK EGF block
Cc1nc(NC2CCCCC2)c2nc(-c3ccccc3)n(CCCN3CCOCC3)c2n1,6%
C=CCn1c(=O)c2ccccc2n2c(SCC(=O)Nc3sc(C)c(CC)c3C(=O)OCC)nnc12,2%
CCOC(=O)c1c(NC(=O)COC(=O)c2ccccn2)sc2c1CCC2,1%
O=S(=O)(CCc1ccccc1)c1nc2ccccc2s1,4%
C=CCn1c(=N)n(CC(=O)c2ccc(OC)cc2)c2ccccc21,4%[57.5 µM]
CCCOc1ccc(-c2nc(-c3ccc(N)cc3)cs2)cc1,-24%[57.5 µM]
Cc1scc(C(=O)O)c1-c1c(C(=O)O)csc1C,4%
CCN(CC)C(=O)Oc1ccc2ccccc2c1Br,2%
O=C(NCc1ccc(F)cc1)C1CCCN(c2nc3ccsc3c(=O)s2)C1 (configuration not stated),-10%
Oc1ccc(O)c(-c2cnns2)c1,1%
O=C(OCC(=O)c1ccc(Cl)s1)c1ccccn1,7%
O=C(NC(=S)N(CCO)Cc1ccccc1)c1ccc(S(=O)(=O)N2CCCC2)cc1,-6%
COCCCNC(=O)CN1C(=O)/C(=C/c2ccccc2C)Sc2ccccc21,-1%
O=C1NNC(c2ccccc2)=N/C1=C\c1ccc(Cl)cc1,-3%[57.5 µM]
CC(=O)OC1CSC2c3ccccc3C(=O)N2Cc2sccc21 (configuration not stated),-14%[57.5 µM]
CCCCCCCc1cc2c(cn1)=C(OC)C(C)(OC(C)=O)C(=O)C=2Cl (configuration not stated),0%
CNC(=O)[C@H]1O[C@H](n2cnc3c(NCc4cccc(I)c4)ncnc32)[C@@H](O)[C@@H]1O,-7%
O=C(NCc1ccc(F)cc1)C1CCN(S(=O)(=O)N2CCCC2)CC1,3%
O=C(Nc1nc(-c2ccccn2)cs1)c1cccc(-n2cnnn2)c1,6%[57.5 µM]
COC(=O)CCC(=O)NC(=S)Nc1c(C)cccc1C,-10%
COc1ccc(CCn2c(-c3ccc(Cl)cc3)n[nH]c2=S)cc1OC,-4%
O=C(CCNc1ccc(F)cc1)c1cc2ccccc2o1,2%
CC(C)CNC(=O)COC(=O)c1ccc(F)cc1Cl,-34%
COc1ccc2c(=O)c3c(=O)n(Cc4ccco4)c(-c4cc(OC)c(OC)c(OC)c4)nc3oc2c1,4%
COC(=O)c1ccc(Oc2cc(C)nc(Cl)n2)cc1,17%

# Given with the structure last: entries from further up
ERK EGF block | mol
-24%[57.5 µM] | CCCOc1ccc(-c2nc(-c3ccc(N)cc3)cs2)cc1
4% | Cc1scc(C(=O)O)c1-c1c(C(=O)O)csc1C
2% | CCN(CC)C(=O)Oc1ccc2ccccc2c1Br
-10% | O=C(NCc1ccc(F)cc1)C1CCCN(c2nc3ccsc3c(=O)s2)C1 (configuration not stated)
1% | Oc1ccc(O)c(-c2cnns2)c1
7% | O=C(OCC(=O)c1ccc(Cl)s1)c1ccccn1
-6% | O=C(NC(=S)N(CCO)Cc1ccccc1)c1ccc(S(=O)(=O)N2CCCC2)cc1
-1% | COCCCNC(=O)CN1C(=O)/C(=C/c2ccccc2C)Sc2ccccc21
-3%[57.5 µM] | O=C1NNC(c2ccccc2)=N/C1=C\c1ccc(Cl)cc1
-14%[57.5 µM] | CC(=O)OC1CSC2c3ccccc3C(=O)N2Cc2sccc21 (configuration not stated)
0% | CCCCCCCc1cc2c(cn1)=C(OC)C(C)(OC(C)=O)C(=O)C=2Cl (configuration not stated)
-7% | CNC(=O)[C@H]1O[C@H](n2cnc3c(NCc4cccc(I)c4)ncnc32)[C@@H](O)[C@@H]1O
3% | O=C(NCc1ccc(F)cc1)C1CCN(S(=O)(=O)N2CCCC2)CC1
6%[57.5 µM] | O=C(Nc1nc(-c2ccccn2)cs1)c1cccc(-n2cnnn2)c1
-10% | COC(=O)CCC(=O)NC(=S)Nc1c(C)cccc1C
-4% | COc1ccc(CCn2c(-c3ccc(Cl)cc3)n[nH]c2=S)cc1OC
2% | O=C(CCNc1ccc(F)cc1)c1cc2ccccc2o1
-34% | CC(C)CNC(=O)COC(=O)c1ccc(F)cc1Cl
4% | COc1ccc2c(=O)c3c(=O)n(Cc4ccco4)c(-c4cc(OC)c(OC)c(OC)c4)nc3oc2c1
17% | COC(=O)c1ccc(Oc2cc(C)nc(Cl)n2)cc1

# (cont.)
SMILES,ERK EGF block
COCc1[nH]c(=S)c(C#N)cc1C(=O)OC,-4%[57.5 µM]
O=C(NNC(=S)Nc1ccc(Br)cc1)c1ccc(N2CCOCC2)c([N+](=O)[O-])c1,2%
COc1cc(OC)cc(-c2cc(N)n(S(=O)(=O)c3cccc4nsnc34)n2)c1,3%[57.5 µM]
CC(C)OC(=O)[C@@H]1CC[C@H](C)[C@@H](CCCC=O)O1,-15%
CCc1sc(/C=C(/C#N)C(N)=S)cc1[N+](=O)[O-],19%
O=C(CSc1nnc(NC(=O)c2ccco2)s1)NCc1ccc2c(c1)OCO2,3%
O=C(Cn1nnc2ccccc2c1=O)NCC1CCC(C(=O)O)CC1 (configuration not stated),-3%[57.5 µM]
Cc1ccc(-c2csc3ncnc(N4CCc5ccccc5C4)c23)cc1,5%
COc1ccccc1NS(=O)(=O)c1cccc(C(=O)NN=C2CCCCCC2)c1,12%
COc1ccc(C(=O)Nc2ccccc2C(=O)NCCCn2ccnc2)cc1,-4%[57.5 µM]
Cc1ccc(S(=O)(=O)NC(=O)c2ccc(Br)o2)cc1,1%
COc1ccccc1NC(=O)c1c(C)oc2c1CCCC2,3%
CS(=O)(=O)N(CC(=O)Nc1ccc(S(=O)(=O)N2CCOCC2)cc1)c1cccc(F)c1,-11%
O=C(CCn1cnc2ccccc21)N=Nc1c(O)[nH]c2ccccc12,5%[57.5 µM]
CCOC(=O)C(=O)c1cn(C2OCC(OC(C)=O)C(OC(C)=O)C2OC(C)=O)c2ccccc12 (configuration not stated),1%
Cc1ccc(NS(=O)(=O)c2cc(NC(=O)c3ccc4c(c3)NC(=O)CS4)ccc2C)c(C)c1,-8%
CC(C)C(C(=O)O)N1C(=O)/C(=C/c2cccn2C)SC1=S (configuration not stated),-6%
COc1cccc(NC(=O)NCCC2=CCCCC2)c1,-7%
CCOC(=O)C1CCN(S(=O)(=O)c2ccc(-c3cc(C(F)(F)F)n(C)n3)s2)CC1,6%[57.5 µM]
COc1ccc(SCC(=O)Nc2ccc(N3CCN(C)CC3)c(F)c2)cc1,-6%
CC(C)Nc1ccc(C(CC(N)=O)NC(=O)c2ccc(Br)cc2)cc1[N+](=O)[O-] (configuration not stated),?
O=S1(=O)CCN(Cc2ccccn2)CC1,-28%[57.5 µM]
COCCCNC(=S)NNC(=O)c1cc(Cl)c(O)c(Cl)c1,-3%[57.5 µM]
O=C(NCCCN1CCCC1=O)c1ccc2c(=O)n(-c3ccccc3F)c(=S)[nH]c2c1,-8%
O=C1NC(c2ccc(Cl)c([N+](=O)[O-])c2)Nc2ccccc21 (configuration not stated),1%

# The results go on:
SMILES,ERK EGF block
CCCCNC(=O)c1ccc2c(SCC(=O)O)c3c(nc2c1)CCCC3,-9%
Cc1ccccc1-n1nnnc1SC(C)C(=O)NC1CCCc2ccccc21 (configuration not stated),13%
O=C(CN1CCN(Cc2ccccc2)CC1)Nc1ccc([N+](=O)[O-])cc1C(=O)Nc1ccccc1F,11%
Cc1ccc(S(=O)(=O)N(C)Cc2ccc(C(=O)N/N=C3\CC(=O)CC(C)(C)C3)cc2)cc1,5%
NS(=O)(=O)c1ccc(NC(=O)CN2CCN(S(=O)(=O)/C=C/c3ccccc3)CC2)cc1,-7%[57.5 µM]
CCOC(=O)Cn1ncn(-c2ccc(OC(F)(F)F)cc2)c1=O,-7%
CC(=O)NCCc1ccc(O)c(O)c1,5%
O=c1nc2cccc3c2=c(/c1=C(\O)c1ccccc1)c1ccccc1c3=O,-5%[57.5 µM]
Nn1c(SCc2cccc(Oc3ccccc3)c2)nnc1C(F)(F)F,2%
Cn1c(CN2CCCCC2)nc2cc(NS(=O)(=O)c3ccc(F)cc3)ccc21,4%
CC(C)N1CCc2c(sc(NC(=S)NC(=O)c3ccccc3)c2C#N)C1,-4%
Nc1ncc(N=Nc2cc(C(=O)O)ccc2Cl)s1,-9%[57.5 µM]
COc1ccc(/C=C2\SC(=O)N(CCNC(=O)Cc3coc4cc(C)ccc34)C2=O)cc1OC,?
Cc1ccc(NC(=S)NC(C)(C)C)c([N+](=O)[O-])c1,20%[57.5 µM]
CN(C)CCCNc1nc(-c2ccccc2)c2c(c1C#N)CC(C)(C)OC2,-5%[57.5 µM]
Cc1[nH]c(=O)[nH]c1C(=O)CCCCC(=O)O,-3%
Cc1ccc(S(=O)(=O)c2ccccc2)cc1S,-6%
C[C@@H]1CC=C[C@H]2[C@H]1C(=O)N(Cc1ccccc1)[C@H]2c1ccc(F)c(Br)c1,-1%[57.5 µM]
S=C(Nc1ccccc1)N1N=C(c2cccs2)CC1c1cccs1 (configuration not stated),-6%[57.5 µM]

# 3 entries already listed, ordered by the value under ERK EGF block, low to high.
SMILES,ERK EGF block
COc1ccc(CCn2c(-c3ccc(Cl)cc3)n[nH]c2=S)cc1OC,-4%
Cn1c(=S)ccc2ccccc21,1%
CCCCOc1ccc(C(C)NC(=O)CCS(=O)(=O)Cc2ccc(C)cc2)cc1 (configuration not stated),7%
